FUS suppressor: rescues growth of FUS-expressing yeast | 390,000 compounds, 0.24% hits | S. cerevisiae FUS-expressing, growth rescue, OD600, 24 h | AID 1347120 | Potency, µM (top dose mostly 76.6 µM), for the others: top-dose growth rescue (activation), most hits filed as activators;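 note: potency is the fitted concentration of half-maximal effect; plate controls were DMSO vehicle for no effect and reference control for full effect; nearly all actives have a fitted effect of over 55% in size; some results filed as inactive show a strong effect at the top dose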
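S. cerevisiae expressing FUS from galactose induction served as the toxicity model. Growth after 24hr at 30C, read as absorbance at 600 nm, indicates suppression of toxicity; compounds dosed at several concentrations.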
IL2 activator: activators of IL-2 | activation, % (series mostly up to about 46 µM) | IL-2 activation reporter assay, cell-based qHTS; stimulated with anti-CD3/CD4/CD28 beads; in transgenic mouse T cells | 360,000 compounds, 0.065% hits; in the data active = activation above about 50%; inconclusive = mostly about 30% to 49%; note: 0% is about no effect
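First, unstimulated transgenic mouse T cells were exposed to compound for 60 min. Next, anti-CD3/anti-CD4-coated beads with anti-CD28 were added. Finally, after 18 h at 37 degrees C, EGFP and DsRed were imaged.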
Abeta yeast res: restores growth of yeast expressing A-beta42 peptide. yeast expressing A-beta42, growth rescue, OD600, 48 h; response scale: 0% DMSO, 100% iron-clioquinol control. Potency, µM (top dose mostly 46.1 µM), for inactives: top-dose growth rescue, usual class: activators. 410,000 compounds, 0.063% hits. AID 1347071; note: potency is the fitted concentration of half-maximal effect; nearly all actives have a fitted effect of over 55% in size
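Yeast A-beta toxicity model in growth medium with pinned compounds, 48 h at 30 C; growth read as absorbance at 600 nm. Normalized to FeCl3/clioquinol equimolar mix (positive) and DMSO (negative).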
PLK1 PBD block: blocks phosphopeptide binding to human PLK1 polo-box domain. P53350. Plk1 PBD binding of FITC phosphopeptide, fluorescence polarization. Potency, µM, for the others: max response, negative = inhibition, most hits filed as inhibitors. 360,000 compounds, 2.8% hits. AID 720504; note: potency is the fitted concentration of half-maximal effect; series mostly up to about 57 µM; % is set by controls: 0 for no effect and ±100 for the full control effect; nearly all actives have a fitted effect of over 65% in size
Target sequence (P53350 whole entry, looked up, the tested form may be a part): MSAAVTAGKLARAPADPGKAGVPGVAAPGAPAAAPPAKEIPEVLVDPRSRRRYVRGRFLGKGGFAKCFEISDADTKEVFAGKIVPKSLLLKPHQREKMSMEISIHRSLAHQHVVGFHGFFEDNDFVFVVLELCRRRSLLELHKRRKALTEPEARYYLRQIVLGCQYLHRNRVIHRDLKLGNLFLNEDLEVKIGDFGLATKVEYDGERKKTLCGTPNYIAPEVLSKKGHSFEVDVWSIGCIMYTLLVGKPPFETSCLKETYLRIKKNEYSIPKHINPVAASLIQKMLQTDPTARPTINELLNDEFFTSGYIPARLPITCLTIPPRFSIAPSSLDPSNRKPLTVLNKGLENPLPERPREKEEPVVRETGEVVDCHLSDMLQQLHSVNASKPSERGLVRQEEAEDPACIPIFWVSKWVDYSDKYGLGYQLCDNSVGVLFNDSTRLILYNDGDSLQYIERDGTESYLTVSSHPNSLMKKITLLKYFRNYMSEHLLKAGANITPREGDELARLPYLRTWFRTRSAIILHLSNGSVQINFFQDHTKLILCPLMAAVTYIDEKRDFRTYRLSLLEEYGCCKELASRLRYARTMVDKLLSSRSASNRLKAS
EPAC1 antag: blocks human EPAC1 exchange factor; O95398; EPAC1 GEF assay, Rap1b-BODIPY-GDP exchange fluorescence; Potency, µM (doses to about 115 µM), without a hit: at the highest dose activity change, negative = inhibition, actives largely listed as inhibitors; 360,000 compounds, 0.14% hits; AID 720709;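 note: potency is the fitted concentration of half-maximal effect; plate controls were vehicle for no effect and positive control for full effect; nearly all actives have a fitted effect of over 50% in size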
PI5P4K alpha inh: blocks human PI5P4K alpha kinase activity; max response, %; P48426; 330,000 compounds, 1.2% hits; AID 652105; PI5P4Kalpha enzyme, ADP-Glo luminescence, 60 min; active compounds read low; active = max response of -50% or lower; inconclusive = between -30% and -50%; inactive = -30% or higher; note: value at the top dose of about 77 µM; % is set by controls: 0 for no effect and ±100 for the full control effect
Target sequence (P48426 whole entry, looked up): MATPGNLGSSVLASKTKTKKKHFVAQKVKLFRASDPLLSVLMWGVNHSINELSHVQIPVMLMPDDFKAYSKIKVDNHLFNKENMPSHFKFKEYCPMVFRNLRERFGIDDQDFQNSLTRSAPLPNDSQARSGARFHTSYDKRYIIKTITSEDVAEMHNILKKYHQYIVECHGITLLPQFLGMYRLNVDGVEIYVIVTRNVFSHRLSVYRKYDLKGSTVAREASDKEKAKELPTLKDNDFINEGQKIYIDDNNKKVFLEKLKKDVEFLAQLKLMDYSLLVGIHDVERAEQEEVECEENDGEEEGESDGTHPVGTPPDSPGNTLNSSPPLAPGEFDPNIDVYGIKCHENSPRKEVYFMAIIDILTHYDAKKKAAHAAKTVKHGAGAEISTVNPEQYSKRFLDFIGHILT
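qHTS, 1536-well: enzyme/substrate mix, compound by pin tool, 5 microM ATP final; RT 60 min; ADP-Glo reagents 1 (45 min) then 2 (30 min); luminescence.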
EPAC1 agonist: agonists of human EPAC1; EPAC1 agonist qHTS, biochemical assay; response scale: 100% = response to 6.5 mM cAMP; O95398; 360,000 compounds, 0.073% hits; AID 720707; Potency, µM (doses to about 154 µM), for inactives: at the top dose activation, usual class: activators; note: potency is the fitted concentration of half-maximal effect; nearly all actives have a fitted effect of over 60% in size
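Compounds were pinned as a concentration titration into mixtures of EPAC1 (100 nM), BODIPY-GDP-loaded Rap1B (250 nM) and GDP (50 uM). After 5 min at room temperature, fluorescence was followed for 30 min; activity was scaled to 6.5 mM cAMP.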
WRN helicase inh: blocks human WRN helicase; Q14191; Potency, µM (doses to about 114 µM), for the others: top-dose activity change, negative = inhibition, most hits filed as inhibitors; 360,000 compounds, 0.46% hits; WRN helicase unwinding, fluorescent forked duplex, kinetic; note: potency is the fitted concentration of half-maximal effect; % is set by controls: 0 for no effect and ±100 for the full control effect; nearly all actives have a fitted effect of over 55% in size
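Fluorescence dequenching readout, ex 525 nm/em 598 nm, kinetic mode: forked duplex DNA (100 nM final) with adjacent fluorophore and quencher unwound by WRN (20 nM final) with 2 mM ATP. Compound preincubation 15 min, room temperature.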
aSyn rescue: alpha-synuclein toxicity inhibition in yeast; Yeast expressing alpha-synuclein, growth rescue, BacTiter-Glo, 24 h; Potency, µM (highest dose often 46.1 µM), inactives show top-dose growth rescue (activation), actives largely listed as activators; 370,000 compounds, 0.14% hits; AID 652106; note: potency is the fitted concentration of half-maximal effect; % of control where 0% means no effect; nearly all actives have a fitted effect of over 65% in size
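Screening used galactose-induced yeast with toxic alpha-synuclein levels, exposed to compound for 24 hr at 30 deg C. Cell growth, read with BacTiter-Glo luminescence, gave the measured signal.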
The depositor's hits bear a star; ? = inconclusive; . = no result given; [ ] = dose if it differs, or a comment. Unless noted, calls come from the whole dose curve; as a rule, active = well fitted curve in the direction sought with a large enough effect; inconclusive = small, poorly fitted or top-dose-only effect, or another doubt; inactive = no such curve, though single readings can be large; an effect the other way counts as inactive or inconclusive.

1. Cc1cc(NCc2ccco2)n2c(nc3ccccc32)c1C#N
2. Cc1ccc(S(=O)(=O)NC(=O)C2(C)CCN2C(=O)Cc2cc(F)ccc2F)nc1 (stereo not drawn)
3. Cc1nc2sc(C(=O)O)c(N)c2c2c1COC(C)(C)C2
4. Cc1ccc(NC(=O)c2ccc3nc[nH]c3c2)nc1
5. CCOC(=O)c1c(C)[nH]c(C(=O)OC(C)C(=O)Nc2ccc(C)cc2)c1C (stereo not drawn)
6. COc1cc(C2=NOC(C(=O)Nc3ccc4c(c3)OCO4)C2)cc(OC)c1OC (stereo not drawn)
7. COc1ccc(NC(=S)N(CCN2CCOCC2)C2CCN(C(C)=O)CC2)cc1Cl
8. C[C@H](CO)N1C[C@H](C)[C@@H](CN(C)Cc2ccncc2)Oc2c(NS(=O)(=O)c3ccc(Cl)cc3)cccc2C1=O
9. COc1ccc(S(=O)(=O)N2CCN(C)CC2)cc1NC(=O)c1ccccc1C
10. COc1ccc(C2c3c4c(n(C)c3CCN2C)CCN(C)C4c2ccc(OC)cc2)cc1 (stereo not drawn)

assay / compound	1	2	3	4	5	6	7	8	9	10
EPAC1 agonist	3%	-1%	-6%	-2%	-4%	2%	7%	-2%	14%	5%
WRN helicase inh	-23%	1%[57.1 µM]	-10%	-11%	9%	-2%[57.1 µM]	-4%	-4%	-2%[57.1 µM]	-10%
FUS suppressor	7%	-16%	34%	-4%	-16%	39%	18%	14%	0%	?
aSyn rescue	1%	-5%	10%	-10%	-6%	4%	0%	0%	-1%	0%
EPAC1 antag	-2%	-4%	-3%	-17%	-8%	0%	-25%	1%	-13%	-29%
PLK1 PBD block	-2%	-7%	?	-19%	-3%	-13%	-30%	-15%	-9%	-11%
Abeta yeast res	-30%	-6%	25%	1%	-8%	17%	-21%	-6%	-11%	-18%
PI5P4K alpha inh	-1	-13	-15	?	3	-2	0	-2	-9	.
IL2 activator	0.2	-0.5	0.5	-3.7	-0.2	2.0	0.1	0.6	-0.9	0.3

11. O=C(CSc1n[nH]c(-c2ccncc2)n1)Nc1ccc(F)cc1
12. Cc1ccc(S(=O)(=O)N2CCN(c3ncnc4sccc34)CC2)cc1
13. Cn1c(=O)oc2cc(S(=O)(=O)N3CCN(C(=O)c4ccco4)CC3)ccc21
14. Cc1cc(SCC(=O)c2ccccc2)nc(=O)[nH]1
15. COc1cc(C(=O)N2CCC(O)(c3ccccc3)CC2)cc(OC)c1OC
16. Cc1cccc(-c2noc(CN(C(C)C)S(=O)(=O)c3ccc(F)cc3)n2)c1
17. O=C1/C(=C/c2cccnc2)N=C2CCCCCN12
18. COCc1ccc(CN2CCc3c([nH]c4ccccc34)C2CC(C)C)o1 (stereo not drawn)
19. O=C(CSc1ccc(-c2ccncc2)nn1)N1CCCCC1
20. CCCn1c(SCc2cc(=O)oc3ccc4ccccc4c23)n[nH]c1=O

assay / compound	11	12	13	14	15	16	17	18	19	20
EPAC1 agonist	10%	2%	-4%	-7%	0%	13%	3%	4%	10%	18%
WRN helicase inh	-1%	9%	-1%	-8%[57.1 µM]	14%	-13%[57.1 µM]	4%	-1%	-12%	0%
FUS suppressor	-4%	29%	14%	21%	11%	-2%	-23%	0%	7%	19%
aSyn rescue	-5%	6%	4%	-12%	3%	3%	-3%	9%	2%	1%
EPAC1 antag	15%	1%	6%	8%	3%	-5%	15%	-3%	7%	-17%
PLK1 PBD block	-13%	-1%	2%	?	1%	-1%	-4%	-11%	6%	?
Abeta yeast res	-5%	-3%	-3%	11%	9%	22%	-19%	-18%	4%	-5%
PI5P4K alpha inh	-10	1	0	?	-1	14	4	-6	1	-18
IL2 activator	-1.4	-3.5	-2.3	-2.7	-0.2	-1.0	0.4	-4.3	-0.2	1.3

From entry 11 as far as 12, as listed above:
11. O=C(CSc1n[nH]c(-c2ccncc2)n1)Nc1ccc(F)cc1
12. Cc1ccc(S(=O)(=O)N2CCN(c3ncnc4sccc34)CC2)cc1

assay / compound	11	12
EPAC1 agonist	10%	2%
WRN helicase inh	-1%	9%
FUS suppressor	-4%	29%
aSyn rescue	-5%	6%
EPAC1 antag	15%	1%
PLK1 PBD block	-13%	-1%
Abeta yeast res	-5%	-3%
PI5P4K alpha inh	-10	1
IL2 activator	-1.4	-3.5

Following part
21. COc1ccc(CNC(=O)C(c2ccco2)N(Cc2ccccc2)C(=O)Cc2cccs2)cc1 (stereo not drawn)
22. COC(=O)C1CCN(C2CN(Cc3ccc([N+](=O)[O-])cc3)S(=O)(=O)C2)CC1 (stereo not drawn)
23. O=C(c1ccc2c(c1)N(Cc1ccccc1)CCS2)N1CCCCC1
24. Cc1onc(-c2c(F)cccc2Cl)c1C(=O)NCc1ccc2c(c1)OCO2
25. O=C(COc1ccc(Cl)cc1)NC1CC1
26. COc1ccc(CNC(=O)CCC(=O)N2CC(C)Oc3ccccc32)cc1 (stereo not drawn)
27. COC(=O)c1cc(OC)c(OC)cc1NC(=S)Nc1cccc(Cl)c1
28. CC1=C(C(=O)OC(C)C)C(c2c[nH]c3ccccc23)n2ncnc2N1 (stereo not drawn)
29. COc1ccc(C)cc1S(=O)(=O)NC1CCCCC1
30. CC(C)CC(=O)N1CC=CC[C@@H](c2ccc(Cl)cc2)N(Cc2ccc(Cl)cc2)C(=O)[C@@H]1Cc1ccccc1

assay / compound	21	22	23	24	25	26	27	28	29	30
EPAC1 agonist	0%	5%	4%	9%	1%	5%	5%	-19%	13%	-19%
WRN helicase inh	-5%	-10%	0%	-20%	0%	-8%	-5%	3%	3%	-7%
FUS suppressor	15%	-7%	32%	.	-10%	-11%	23%	-12%	15%	20%
aSyn rescue	7%	-1%	-18%	0%	-4%	4%	-5%	2%	9%	-3%
EPAC1 antag	0%	-10%	-15%	13%	3%	-26%	5%	15%	-2%	-8%
PLK1 PBD block	-21%	-3%	-12%	-4%	3%	-5%	-26%	-1%	-7%	-6%
Abeta yeast res	14%	-6%	-14%	-3%	-8%	-1%	-2%	2%	16%	4%
PI5P4K alpha inh	8	-8	2	8	6	1	0	1	-4	0
IL2 activator	0.2	0.0	-1.6	-1.2	-2.4	-3.1	0.9	-3.7	-1.0	-0.6

Compounds above that have an aryl thioether with sulfur outside any ring, in the order listed:
11. O=C(CSc1n[nH]c(-c2ccncc2)n1)Nc1ccc(F)cc1
14. Cc1cc(SCC(=O)c2ccccc2)nc(=O)[nH]1
19. O=C(CSc1ccc(-c2ccncc2)nn1)N1CCCCC1
20. CCCn1c(SCc2cc(=O)oc3ccc4ccccc4c23)n[nH]c1=O

assay / compound	11	14	19	20
EPAC1 agonist	10%	-7%	10%	18%
WRN helicase inh	-1%	-8%[57.1 µM]	-12%	0%
FUS suppressor	-4%	21%	7%	19%
aSyn rescue	-5%	-12%	2%	1%
EPAC1 antag	15%	8%	7%	-17%
PLK1 PBD block	-13%	?	6%	?
Abeta yeast res	-5%	11%	4%	-5%
PI5P4K alpha inh	-10	?	1	-18
IL2 activator	-1.4	-2.7	-0.2	1.3

Additional records follow.
31. COc1ccc(-c2ocnc2C(=O)Nc2ccccc2N2CCCCC2)cc1
32. O=C(c1ccc2c(=O)n3c(nc2c1)CCCCC3)N1CCCCC1
33. COc1ccccc1Nc1ccc2c(O)cc(S(=O)(=O)O)cc2c1
34. C/C(=N\Nc1nc2ccc(Cl)cc2o1)c1ccccc1
35. Cc1ccccc1Nc1c(-c2cccnc2)nc2ccc(Br)cn12
36. COC(C(=O)Nc1ccc(S(=O)(=O)Nc2c(C)cccc2C)cc1)c1ccccc1 (stereo not drawn)
37. COc1ccc(Nc2cc(Nc3ccccc3)ncn2)cc1
38. COc1ccc(Cc2nc3c4c(ncn3n2)Oc2c(ccc3ccccc23)C4c2ccc(OC)c(OC)c2)cc1 (stereo not drawn)
39. COc1ccc(/C=C2\SC(=O)N(CCC(=O)NC3CCS(=O)(=O)C3)C2=O)cc1 (stereo not drawn)
40. CCC(C)Nc1nc(N)c([N+](=O)[O-])c(NCc2ccccc2)n1 (stereo not drawn)

assay / compound	31	32	33	34	35	36	37	38	39	40
EPAC1 agonist	2%	1%	-5%	-8%	-5%	5%	0%	10%	-4%	2%
WRN helicase inh	-11%	1%	-113%	-3%	-3%	1%	0%	-4%	10%	-11%
FUS suppressor	-1%	-23%	?	7%	13%	-1%	20%	-7%	-12%	3%
aSyn rescue	2%	0%	4%	-6%	3%	4%	2%	-1%	7%	0%
EPAC1 antag	-18%	-27%	?	-6%	-1%	-19%	-3%	-5%	10%	-10%
PLK1 PBD block	-8%	?	11µM*	-2%	0%	-3%	6%	-4%	-9%	30µM*
Abeta yeast res	14%	6%	2%	?	-11%	-5%	-3%	18%	1%	-36%[inhibitor]
PI5P4K alpha inh	16	-3	-102*	10	2	1	.	20	-1	1
IL2 activator	0.4	-2.4	0.1	0.0	-0.4	-2.2	1.0	2.3	-1.8	-0.4

41. CCCC/C(O)=C1\C(=O)CC(C)(C)CC1=Nc1ccc(OC)cc1
42. COc1ccc2oc(C(=O)Nc3nc4ccccc4[nH]3)c(C)c2c1
43. CC[N+](C)(CC)CCC(c1ccccc1)C1CCCCC1 (stereo not drawn)
44. CCC(Sc1nnnn1C)C(=O)Nc1ccc(C(C)=O)cc1 (stereo not drawn)

assay / compound	41	42	43	44
EPAC1 agonist	15%	9%	-1%	-2%
WRN helicase inh	-5%	6%	10%	-1%
FUS suppressor	29%	9%	-11%	19%
aSyn rescue	2%	-11%	8%	-13%
EPAC1 antag	-18%	-10%	-10%	13%
PLK1 PBD block	-12%	14%	-20%	-16%
Abeta yeast res	7%	-8%	-4%	-18%
PI5P4K alpha inh	5	-5	-8	-9
IL2 activator	-2.7	1.7	-2.0	0.7
